PRMT1 FP inh: PRMT1 methyltransferase inhibitors, primary screen, biochemical, fluorescence polarization; recombinant PRMT1, activity-based probe fluorescence polarization; inhibition, % at 2.79 µM; 370,000 tested, 1.3% active;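 active = inhibition above about 21% made by adding two undisclosed values, limit read from the data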
LEDGF integ inh: blockers of LEDGF/p75-dependent integrase strand transfer – biochemical, TR-FRET, high throughput, primary screen | HIV-1 integrase (with human LEDGF/p75) | TR-FRET IN-LEDGF/p75 DNA integration, Eu/Cy5 | inhibition, % at 3.7 µM | 370,000 tested, 0.64% active;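 active = inhibition above the screen-wide mean plus 3 SD, cut at about 13% in these data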;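 also: signal is the Cy5 over europium emission ratio at 671 and 618 nm; 0% = plate median of compound wells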
PG9 Ab binder: binders of HIV-1 gp120 antibody PG9, primary screen, biochemical, TR-FRET | 360,000 tested, 0.43% active | inhibition, % at 6.7 µM | TR-FRET gp120-PG9 antibody binding | HIV-1 gp120 / PG9 antibody interaction | AID 624416, 2012; in the data active = inhibition above about 8.5%
HTRA1 inhibitor: HTRA1 serine protease inhibitors, primary screen, biochemical, fluorescence polarization, HTS | recombinant HTRA1, FP-rhodamine activity-based probe | AID 504803, 2011 | Q92743 | 340,000 tested, 0.5% active | inhibition, % at 5.96 µM; in the data active = inhibition above about 36%;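 also: 0% = enzyme with DMSO and 100% = wells lacking enzyme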
TCR-CD3 inh: inhibitors of human TCR-CD3 interaction, primary screen, biochemical, fluorescence, TAMRA-labeled TCR probe; inhibition, % at 9.4 µM; T-cell receptor (TCR); 360,000 tested, 0.37% active; in the data active = inhibition above about 19%;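 also: recombinant mutant TCR 2C K166C tagged with TAMRA read by polarization; 0% = receptor in buffer alone and 100% = receptor with positive control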
NR1D1 modulator: modulators of Rev-erb alpha DNA binding, primary screen, biochemical, FITC-DNA, fluorescence polarization, uHTS | Nuclear receptor subfamily 1 group D member 1 (Homo sapiens), P20393 | Rev-erbα–FITC-DNA binding, 90 min | activity, % at 10 µM | 370,000 tested, 0.79% active | AID 1259318, 2017;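 active = activity above about 14%, limit read from the data; passing the limit was not always enough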;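 also: 0% = DMSO wells with 35 nM protein and 100% = DMSO wells with 750 nM protein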
Target sequence (P20393 whole entry, looked up): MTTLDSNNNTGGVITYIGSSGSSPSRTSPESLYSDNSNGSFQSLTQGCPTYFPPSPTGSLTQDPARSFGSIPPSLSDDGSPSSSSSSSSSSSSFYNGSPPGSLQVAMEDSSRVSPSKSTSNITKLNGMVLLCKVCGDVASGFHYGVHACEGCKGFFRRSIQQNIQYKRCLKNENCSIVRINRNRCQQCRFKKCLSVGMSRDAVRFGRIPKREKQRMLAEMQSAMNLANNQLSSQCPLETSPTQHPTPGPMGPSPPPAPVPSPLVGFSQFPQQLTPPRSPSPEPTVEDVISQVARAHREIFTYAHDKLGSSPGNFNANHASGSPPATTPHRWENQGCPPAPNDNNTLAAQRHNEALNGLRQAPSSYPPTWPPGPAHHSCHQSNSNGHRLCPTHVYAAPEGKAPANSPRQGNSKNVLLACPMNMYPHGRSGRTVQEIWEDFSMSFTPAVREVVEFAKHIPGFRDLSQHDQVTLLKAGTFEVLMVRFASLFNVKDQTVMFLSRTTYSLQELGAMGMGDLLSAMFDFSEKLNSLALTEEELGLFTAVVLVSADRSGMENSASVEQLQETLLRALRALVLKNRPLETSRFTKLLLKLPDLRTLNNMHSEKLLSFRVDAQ
TDP2 inh: human TDP2 enzyme inhibitors, primary screen, biochemical, epi absorbance, recombinant enzyme; 370,000 tested, 0.34% active; AID 720702, 2013; T5PNP hydrolysis, p-nitrophenol absorbance 415 nm; inhibition, % at 12.8 µM; Tyrosyl-DNA phosphodiesterase 2 (Homo sapiens), O95551;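 active = inhibition above the mean of all tested compounds plus 3 SD, set per campaign, cut at about 25% in these data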;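 also: 0% = DMSO with enzyme and 100% = buffer with substrate but no TDP2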
Target sequence (O95551 whole entry, looked up): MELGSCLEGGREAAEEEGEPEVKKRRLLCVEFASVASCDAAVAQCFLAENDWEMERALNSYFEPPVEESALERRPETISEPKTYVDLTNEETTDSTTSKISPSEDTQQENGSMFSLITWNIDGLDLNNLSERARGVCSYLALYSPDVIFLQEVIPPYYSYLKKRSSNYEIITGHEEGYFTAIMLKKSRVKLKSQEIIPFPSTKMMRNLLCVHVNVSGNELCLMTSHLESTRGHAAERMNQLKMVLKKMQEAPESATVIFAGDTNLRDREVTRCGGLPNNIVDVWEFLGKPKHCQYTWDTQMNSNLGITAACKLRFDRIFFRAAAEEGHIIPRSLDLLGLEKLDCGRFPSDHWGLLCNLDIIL
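Incubation: 2 h at 37 °C; Test system: recombinant human TDP2; Quantity: enzyme 120 nM; Read-out basis: percent inhibition; Medium: 50 mM Tris-HCl pH 7.5 with Mg2+, KCl, DTT, BSA; Repeats: single replicate; Compound: 12.8 µM single point, 1% DMSO; Signal: epi absorbance; Reagent: 5 mM T5PNP chromogenic substrate; Benchmarks: no-enzyme high, DMSO-plus-enzyme low.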
SIAE inh: human SIAE inhibitors, primary screen, biochemical, fluorescence polarization, FP-Rh probe, 1536-well HTS. Sialate O-acetylesterase (Homo sapiens), Q9HAT2. SIAE FP-Rh probe binding. inhibition, % at 9.66 µM. 370,000 tested, 0.69% active;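 active = inhibition above a cutoff: mean of compounds within the control limits plus 3 SD of those, cut at about 17% in these data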;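 also: 0% = plate median of compound wells and 100% = probe without SIAE protein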
rCAG binder: binders of r(CAG) RNA repeats, primary screen, biochemical, fluorescence | r(CAG) RNA repeat, TO-PRO-1 dye displacement fluorescence | inhibition, % at 3 µM | 370,000 tested, 1.3% active;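 active = inhibition above the plate cutoff, the mean of all test compounds on that plate plus 3 SD, cut at about 35% in these data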;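 also: 0% = DMSO alone and 100% = 100 µM mitoxantrone as full dye displacement; higher means more dye released from RNA so lower well fluorescence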
mABHD4 FP: ABHD4 inhibitors, primary screen, biochemical, fluorescence polarization, mouse | purified mABHD4, FP-Rh probe fluorescence polarization | 370,000 tested, 0.54% active | inhibition, % at 8.92 µM;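 active = inhibition exceeding the mean over every tested compound plus 3 SD, cut at about 30% in these data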;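 also: 0% = plate median of compound wells and 100% = S159A mutant with DMSO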
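Assay system: Wild-type mouse ABHD4 protein | Medium: HEPES pH 7.0 buffer, 150 mM NaCl, 0.01% Pluronic F-127 | Incubation: Enzyme–compound pre-incubation 45 min, then probe 60 min, both 25 °C | Technique: Fluorescence polarization with parallel and perpendicular emission, 525/598 nm | Evaluation: % inhibition of FP-Rh probe binding versus controls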
* = called active by the depositor. Only part of the results is shown; rates above refer to the full screens.

Start of the data: the first four compounds, ahead of the listing:
For CCc1noc(C)c1C(=O)NNC(=O)c1cc(OC)cc(OC)c1 the results were PRMT1 FP inh 2, LEDGF integ inh -2, PG9 Ab binder 2.5, HTRA1 inhibitor -2, TCR-CD3 inh -4, NR1D1 modulator 1, TDP2 inh 2, SIAE inh 0, rCAG binder 0 and mABHD4 FP -4.
`CC(C)C(=O)OCCCN1C(=O)CCC12CCC(c1ccccc1)CC2` (configuration not stated) gave PRMT1 FP inh 0, LEDGF integ inh -3, NR1D1 modulator 8, TDP2 inh -5, SIAE inh 1, rCAG binder 0 and mABHD4 FP 3.
Screening CCc1nc2c(OCCC3CCCCC3)cccn2c1N(C)C(=O)c1ccc(C)cc1 returned PRMT1 FP inh 1, LEDGF integ inh 5, PG9 Ab binder -2.4, TCR-CD3 inh -6, NR1D1 modulator 5, TDP2 inh -17, SIAE inh 1, rCAG binder 4 and mABHD4 FP 5.
Screening C[C@H](NC(=O)[C@@H]1Cc2ccccc2CN1C(=O)OC(C)(C)C)C(=O)NC1CCCC1 returned PRMT1 FP inh -1, LEDGF integ inh 1, PG9 Ab binder -0.7, HTRA1 inhibitor 6, TCR-CD3 inh 14, NR1D1 modulator 4, TDP2 inh -1, SIAE inh -2, rCAG binder -7 and mABHD4 FP 0.

The list itself (from the top)
For CCc1noc(C)c1C(=O)NNC(=O)c1cc(OC)cc(OC)c1 the results were PRMT1 FP inh 2, LEDGF integ inh -2, PG9 Ab binder 2.5, HTRA1 inhibitor -2, TCR-CD3 inh -4, NR1D1 modulator 1, TDP2 inh 2, SIAE inh 0, rCAG binder 0 and mABHD4 FP -4.
`CC(C)C(=O)OCCCN1C(=O)CCC12CCC(c1ccccc1)CC2` (configuration not stated) gave PRMT1 FP inh 0, LEDGF integ inh -3, NR1D1 modulator 8, TDP2 inh -5, SIAE inh 1, rCAG binder 0 and mABHD4 FP 3.
Screening CCc1nc2c(OCCC3CCCCC3)cccn2c1N(C)C(=O)c1ccc(C)cc1 returned PRMT1 FP inh 1, LEDGF integ inh 5, PG9 Ab binder -2.4, TCR-CD3 inh -6, NR1D1 modulator 5, TDP2 inh -17, SIAE inh 1, rCAG binder 4 and mABHD4 FP 5.
Screening C[C@H](NC(=O)[C@@H]1Cc2ccccc2CN1C(=O)OC(C)(C)C)C(=O)NC1CCCC1 returned PRMT1 FP inh -1, LEDGF integ inh 1, PG9 Ab binder -0.7, HTRA1 inhibitor 6, TCR-CD3 inh 14, NR1D1 modulator 4, TDP2 inh -1, SIAE inh -2, rCAG binder -7 and mABHD4 FP 0.
`O=C(C(=O)N1CCN(c2ccc(F)cc2)CC1)N1CCCCC1` gave PRMT1 FP inh 4, LEDGF integ inh -4, PG9 Ab binder -1.6, HTRA1 inhibitor -8, TCR-CD3 inh -2, NR1D1 modulator -2, TDP2 inh -5, SIAE inh -5, rCAG binder -4 and mABHD4 FP -5.
Screening CCCC(CCC)C(=O)Oc1cc(C)[nH]c(=O)c1[N+](=O)[O-] returned PRMT1 FP inh 2, LEDGF integ inh 2, PG9 Ab binder -3.0, HTRA1 inhibitor -1, TCR-CD3 inh 5, NR1D1 modulator 2, TDP2 inh 2, SIAE inh 2, rCAG binder -2 and mABHD4 FP -1.
C/C(CC1(O)C(=O)N(Cc2ccccc2)c2ccccc21)=N\O (configuration not stated) was read as PRMT1 FP inh -3, LEDGF integ inh 2, PG9 Ab binder 0.8, HTRA1 inhibitor 10, TCR-CD3 inh -6, NR1D1 modulator -4, TDP2 inh 4, SIAE inh -2, rCAG binder -4 and mABHD4 FP -17.
CN1CCN(C2=C(Cl)C(=O)N(C3CCCCC3)C2=O)CC1 was read as PRMT1 FP inh 5, LEDGF integ inh -2, PG9 Ab binder 0.7, HTRA1 inhibitor -4, TCR-CD3 inh 2, NR1D1 modulator -1, TDP2 inh -14, SIAE inh -3, rCAG binder -3 and mABHD4 FP -2.
For CNC(=O)c1ccc2c(c1)nnn2C the results were PRMT1 FP inh 0, LEDGF integ inh 2, PG9 Ab binder -0.9, HTRA1 inhibitor -5, TCR-CD3 inh 9, NR1D1 modulator 4, TDP2 inh 7, SIAE inh 1, rCAG binder 1 and mABHD4 FP 0.
For Cc1cccc(N/N=C/c2ccncc2)c1 the results were PRMT1 FP inh -1, LEDGF integ inh -2, PG9 Ab binder -5.8, HTRA1 inhibitor -2, TCR-CD3 inh 9, NR1D1 modulator 5, TDP2 inh 6, SIAE inh 5, rCAG binder -1 and mABHD4 FP 5.
CCOC(=O)C1(Cc2ccccc2C(F)(F)F)CCN(CC2CC2)CC1 was read as PRMT1 FP inh 5, LEDGF integ inh -4, PG9 Ab binder 0.2, HTRA1 inhibitor 13, TCR-CD3 inh -1, NR1D1 modulator 2, TDP2 inh -3, SIAE inh -1, rCAG binder -8 and mABHD4 FP -8.
Screening CCOc1ccccc1NC(=S)NC(=O)c1ccco1 returned PRMT1 FP inh 0, LEDGF integ inh 2, PG9 Ab binder -2.9, HTRA1 inhibitor -8, TCR-CD3 inh -8, NR1D1 modulator 4, TDP2 inh 10, SIAE inh -4, rCAG binder -1 and mABHD4 FP -8.
Screening Cc1ccc(CN2CC(C(=O)N(C)CC(=O)Nc3cccc(F)c3)CC2=O)cc1 (configuration not stated) returned PRMT1 FP inh 5, LEDGF integ inh -2, PG9 Ab binder -1.0, HTRA1 inhibitor 3, TCR-CD3 inh -6, NR1D1 modulator 3, TDP2 inh 7, SIAE inh -6, rCAG binder -4 and mABHD4 FP 9.
Screening CCCS(=O)(=O)C(=C1Nc2ccccc2N1)S(=O)(=O)CCC returned PRMT1 FP inh -2, LEDGF integ inh 0, PG9 Ab binder -0.5, HTRA1 inhibitor 7, TCR-CD3 inh 8, NR1D1 modulator 1, TDP2 inh 7, SIAE inh 9, rCAG binder -1 and mABHD4 FP -3.
Screening COC(=O)C=CSC(=S)C1CCCC1=N (configuration not stated) returned PRMT1 FP inh 4, LEDGF integ inh 1, PG9 Ab binder -0.9, HTRA1 inhibitor 5, TCR-CD3 inh -2, NR1D1 modulator -5, TDP2 inh -16, SIAE inh -1, rCAG binder 3 and mABHD4 FP -4.
O=C(c1cc2cc(Br)ccc2o1)N1CCOCC1 was read as PRMT1 FP inh -1, LEDGF integ inh 1, PG9 Ab binder -0.1, HTRA1 inhibitor 2, TCR-CD3 inh 4, NR1D1 modulator 4, TDP2 inh 6, SIAE inh 1, rCAG binder 2 and mABHD4 FP 5.
`CCOc1ccc(N(CC(=O)NCc2cccnc2)S(=O)(=O)c2ccc(F)cc2)cc1` gave PRMT1 FP inh 1, LEDGF integ inh -1, PG9 Ab binder -0.8, HTRA1 inhibitor -4, TCR-CD3 inh 1, NR1D1 modulator 7, TDP2 inh 6, SIAE inh -1, rCAG binder -4 and mABHD4 FP -2.
Screening CCn1c(CCNC(=O)c2ccc(OC)cc2)nnc1SCC(=O)Nc1ccccc1F returned PRMT1 FP inh 3, LEDGF integ inh -1, PG9 Ab binder -0.9, HTRA1 inhibitor -1, TCR-CD3 inh -4, NR1D1 modulator 5, TDP2 inh -1, SIAE inh 0, rCAG binder -5 and mABHD4 FP 3.
`COc1ccc(-n2c3nc4ccccc4nc3c3c(=N)oc(C)nc32)cc1` gave PRMT1 FP inh 0, LEDGF integ inh 2, PG9 Ab binder -0.9, HTRA1 inhibitor 6, TCR-CD3 inh 5, NR1D1 modulator 3, TDP2 inh 1, SIAE inh -1, rCAG binder 15 and mABHD4 FP 5.
O=C(O)CC1(Cc2nc(-c3cccs3)no2)CCCC1 was read as PRMT1 FP inh -6, LEDGF integ inh 0, PG9 Ab binder -0.5, HTRA1 inhibitor -2, TCR-CD3 inh 8, NR1D1 modulator 5, TDP2 inh -7, SIAE inh 7, rCAG binder 1 and mABHD4 FP -1.
Screening COc1ccc(NC(=O)CSc2nc3ccc(Nc4nc(N5CCOCC5)nc(N5CCOCC5)n4)cc3s2)cc1 returned PRMT1 FP inh 5, LEDGF integ inh -1, PG9 Ab binder -0.3, HTRA1 inhibitor 4, TCR-CD3 inh 7, NR1D1 modulator -2, TDP2 inh -18, SIAE inh -1, rCAG binder 4 and mABHD4 FP -10.
Screening O=C(Cc1ccsc1-c1ccccc1)NO returned PRMT1 FP inh 0, LEDGF integ inh 2, PG9 Ab binder -0.4, HTRA1 inhibitor 11, TCR-CD3 inh 11, NR1D1 modulator 1, TDP2 inh 1, SIAE inh 4, rCAG binder 1 and mABHD4 FP 15.
Screening CC(Oc1cc(C(F)(F)F)cc(C(F)(F)F)c1)C(=O)NC(N)=O (configuration not stated) returned PRMT1 FP inh -3, LEDGF integ inh -4, PG9 Ab binder 0.0, HTRA1 inhibitor -3, TCR-CD3 inh 1, NR1D1 modulator 1, TDP2 inh 10, SIAE inh -3, rCAG binder -2 and mABHD4 FP -4.
CCOC(=O)C1=C[C@@H](C(C)(C)C)N(S(=O)(=O)c2ccc(C)cc2)[C@H]1c1ccc(OC)cc1 was read as PRMT1 FP inh 1, LEDGF integ inh 11, PG9 Ab binder -1.7, TCR-CD3 inh -7, NR1D1 modulator 0, TDP2 inh 3, SIAE inh 1, rCAG binder 5 and mABHD4 FP -8.
For Cc1cccc(C)c1OCC(=O)N/N=C/c1cc2c(cc1[N+](=O)[O-])OCO2 the results were PRMT1 FP inh 2, LEDGF integ inh -1, PG9 Ab binder -1.4, HTRA1 inhibitor 2, TCR-CD3 inh 5, NR1D1 modulator 3, TDP2 inh 0, SIAE inh -2, rCAG binder 2 and mABHD4 FP 1.
Screening CC1CCCN(C2=NC(=O)/C(=C/c3cn(-c4ccccc4)nc3-c3cccc(S(=O)(=O)N(C)C)c3)S2)C1 (configuration not stated) returned PRMT1 FP inh -2, LEDGF integ inh -2, PG9 Ab binder -0.2, HTRA1 inhibitor -28, TCR-CD3 inh 10, NR1D1 modulator 2, TDP2 inh 7, SIAE inh -12, rCAG binder 8 and mABHD4 FP -2.
CC(C)(C)OC(=O)n1ccc2ccc(-c3ccc4cc[nH]c4c3)cc21 was read as PRMT1 FP inh 3, LEDGF integ inh -2, NR1D1 modulator 3, TDP2 inh 5, SIAE inh 6, rCAG binder 13 and mABHD4 FP 4.

Bioassay records (PubChem BioAssay)
